Abeta rescue – restores growth of yeast expressing A-beta42 peptide; 0.063% of 410,000 active; Potency, µM (titrated, usually from 46.1 µM), for the others: top-dose growth rescue, actives largely listed as activators; yeast expressing A-beta42, growth rescue, OD600, 48 h; response scale: 0% DMSO, 100% iron-clioquinol control; also: potency is read from the fitted curve at half-maximal effect; nearly all actives have a fitted effect of over 55% in size
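Growth rescue measured by 600 nm absorbance after 48 h yeast culture at 30 C with compound. Values normalized between DMSO and an equimolar ferric chloride plus clioquinol control.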
EPAC1 ag – agonists of human EPAC1 | Potency, µM (doses to about 154 µM), inactives show at the highest dose activation, most hits filed as activators | O95398 | EPAC1 agonist qHTS, biochemical assay; response scale: 100% = response to 6.5 mM cAMP | 0.073% of 360,000 active; also: potency is read from the fitted curve at half-maximal effect; nearly all actives have a fitted effect of over 60% in size
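Multi-concentration qHTS readout: loss of Rap1B-bound BODIPY-GDP fluorescence driven by 100 nM EPAC1 with excess GDP (50 uM), monitored kinetically at room temperature; agonist response expressed relative to 6.5 mM cAMP.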
WRN inhibitor – blocks human WRN helicase. Potency, µM (titrated, usually from 114 µM), for inactives: top-dose activity change, negative = inhibition, hits mostly inhibitors. 0.46% of 360,000 active. Q14191. AID 651768. WRN helicase unwinding, fluorescent forked duplex, kinetic; also: potency is read from the fitted curve at half-maximal effect; % is scaled to controls: 0 for no effect and ±100 for the full control effect; nearly all actives have a fitted effect of over 55% in size
Target sequence (Q14191 whole entry, looked up): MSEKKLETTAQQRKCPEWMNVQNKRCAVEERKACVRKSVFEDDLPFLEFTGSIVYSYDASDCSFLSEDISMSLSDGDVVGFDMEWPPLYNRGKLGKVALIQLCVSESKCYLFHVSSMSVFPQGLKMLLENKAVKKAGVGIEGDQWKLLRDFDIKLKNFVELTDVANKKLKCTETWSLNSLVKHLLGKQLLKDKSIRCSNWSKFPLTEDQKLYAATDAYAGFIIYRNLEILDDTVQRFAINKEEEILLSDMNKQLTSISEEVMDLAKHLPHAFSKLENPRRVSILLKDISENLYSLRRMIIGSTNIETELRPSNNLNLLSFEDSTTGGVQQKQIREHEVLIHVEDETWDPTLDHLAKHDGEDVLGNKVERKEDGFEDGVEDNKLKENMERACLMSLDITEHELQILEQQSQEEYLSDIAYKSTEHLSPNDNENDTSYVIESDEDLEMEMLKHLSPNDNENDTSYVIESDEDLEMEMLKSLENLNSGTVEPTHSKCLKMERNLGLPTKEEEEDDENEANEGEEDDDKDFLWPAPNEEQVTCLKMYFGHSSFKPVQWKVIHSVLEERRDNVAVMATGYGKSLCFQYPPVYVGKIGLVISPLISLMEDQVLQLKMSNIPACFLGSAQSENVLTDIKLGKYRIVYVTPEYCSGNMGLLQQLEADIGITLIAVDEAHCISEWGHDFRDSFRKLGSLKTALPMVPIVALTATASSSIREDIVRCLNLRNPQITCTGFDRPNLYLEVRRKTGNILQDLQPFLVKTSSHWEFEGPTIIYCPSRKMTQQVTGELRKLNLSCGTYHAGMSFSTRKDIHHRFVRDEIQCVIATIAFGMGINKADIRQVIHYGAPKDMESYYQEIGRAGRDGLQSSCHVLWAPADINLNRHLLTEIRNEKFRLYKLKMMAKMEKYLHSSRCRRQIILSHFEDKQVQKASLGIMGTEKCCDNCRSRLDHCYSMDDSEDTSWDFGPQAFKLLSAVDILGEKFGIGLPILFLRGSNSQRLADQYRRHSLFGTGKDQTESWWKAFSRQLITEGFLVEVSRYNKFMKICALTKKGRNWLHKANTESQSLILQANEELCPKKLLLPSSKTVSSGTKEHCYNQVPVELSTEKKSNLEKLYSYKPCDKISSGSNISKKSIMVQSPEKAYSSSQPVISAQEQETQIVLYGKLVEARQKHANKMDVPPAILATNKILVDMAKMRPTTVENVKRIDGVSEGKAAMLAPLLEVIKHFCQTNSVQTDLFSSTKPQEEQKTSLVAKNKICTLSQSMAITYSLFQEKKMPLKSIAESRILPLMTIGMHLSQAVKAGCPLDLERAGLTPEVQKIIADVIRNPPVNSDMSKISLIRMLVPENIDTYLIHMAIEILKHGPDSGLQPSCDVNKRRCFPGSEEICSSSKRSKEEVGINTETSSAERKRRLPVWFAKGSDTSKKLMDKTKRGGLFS
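Screening of the MLSMR collection measured strand separation of a quenched forked DNA duplex (100 nM) by 20 nM WRN with 2 mM ATP, all final. Compounds were preincubated with enzyme 15 min at room temperature.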
PLK1 PBD block – PLK1 (human) polo-box domain binding inhibition; P53350; Plk1 PBD binding of FITC phosphopeptide, fluorescence polarization; Potency, µM, for the others: max response, negative = inhibition, hits mostly inhibitors; 2.8% of 360,000 active; AID 720504; also: potency is read from the fitted curve at half-maximal effect; series mostly up to about 57 µM; % is scaled to controls: 0 for no effect and ±100 for the full control effect; nearly all actives have a fitted effect of over 65% in size
PI5P4K alpha inh – inhibitors of human PI5P4K alpha. P48426. PI5P4Kalpha enzyme, ADP-Glo luminescence, 60 min; active compounds read low. max response, %. 1.2% of 330,000 active; active = max response of -50% or lower; inconclusive = between -30% and -50%; inactive = -30% or higher; also: value at the top dose of about 77 µM; % is scaled to controls: 0 for no effect and ±100 for the full control effect
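Single end-point luminescence (ADP-Glo) quantified ADP from PI5P4Kalpha turnover; ATP 5 microM final, 1 h at RT, 0.1% CHAPS and 0.28 mM EGTA in HEPES pH 7.4.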
FUS yeast rescue – suppressors of FUS proteinopathy in yeast. 0.24% of 390,000 active. S. cerevisiae FUS-expressing, growth rescue, OD600, 24 h. Potency, µM (top dose mostly 76.6 µM), inactives show top-dose growth rescue (activation), most hits filed as activators. AID 1347120;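 also: potency is read from the fitted curve at half-maximal effect; plate controls were DMSO vehicle for no effect and reference control for full effect; nearly all actives have a fitted effect of over 55% in size; some results filed as inactive show a strong effect at the top dose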
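S. cerevisiae expressing FUS from galactose induction served as the toxicity model. Growth after 24hr at 30C, read as absorbance at 600 nm, indicates suppression of toxicity; compounds dosed at several concentrations.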
aSyn rescue – inhibitors of alpha-synuclein toxicity in yeast; Yeast expressing alpha-synuclein, growth rescue, BacTiter-Glo, 24 h; Potency, µM (doses to about 46.1 µM), for inactives: at the highest dose growth rescue (activation), hits mostly activators; 0.14% of 370,000 active; AID 652106; also: potency is read from the fitted curve at half-maximal effect; % of control where 0% means no effect; nearly all actives have a fitted effect of over 65% in size
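Rescue of yeast growth: cells expressing toxic alpha-synuclein, induced in galactose at OD600 0.02, incubated with compound 24 h at 30 C. ATP luminescence quantified growth; inhibitors of toxicity appear as activators.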
EPAC1 antagonist – EPAC1 (human) antagonism; EPAC1 GEF assay, Rap1b-BODIPY-GDP exchange fluorescence; Potency, µM (series often up to 115 µM), without a hit: at the top dose activity change, negative = inhibition, actives largely listed as inhibitors; 0.14% of 360,000 active;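 also: potency is read from the fitted curve at half-maximal effect; plate controls were vehicle for no effect and positive control for full effect; nearly all actives have a fitted effect of over 50% in size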
IL2 activator – activates IL-2 in a cell-based reporter assay. IL-2 activation reporter assay, cell-based qHTS; stimulated with anti-CD3/CD4/CD28 beads; in transgenic mouse T cells. activation, % (series mostly up to about 46 µM). 0.065% of 360,000 active. AID 652025; in the data active = activation above about 50%; inconclusive = mostly about 30% to 49%; also: 0% is about no effect
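EGFP and DsRed fluorescence is measured by plate cytometry in unstimulated transgenic mouse T cells exposed to compound for 60 minutes, then stimulated 18 hours at 37 degrees C with anti-CD3/anti-CD4 beads plus anti-CD28.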
Numbers without * were called inactive; ? = inconclusive; . = no result given; [ ] = remark or other dose. Unless noted, calls follow the shape of the dose curve; as a rule, active = well fitted curve in the direction sought with a large enough effect; inconclusive = small, poorly fitted or top-dose-only effect, or another doubt; inactive = no such curve, though single readings can be large; an effect the other way counts as inactive or inconclusive.

SMILES	Abeta rescue	EPAC1 ag	WRN inhibitor	PLK1 PBD block	PI5P4K alpha inh	FUS yeast rescue	aSyn rescue	EPAC1 antagonist	IL2 activator
Cc1cc(C)c(C(=O)COC(=O)c2cccnc2Cl)c(C)c1	15.7%	10.9%	-13.4%	0.9%	-4.8	19.7%	16.8%	-6.0%	-0.9
Cc1nnnn1-c1ccc(CC(=O)O)cc1	-6.4%	-0.5%	10.0%	-9.0%	5.3	9.5%	0.3%	14.0%	-2.3
CCC/C=N/NC(=O)c1cc(-c2ccccc2)nc2ccccc12	-0.5%	1.4%	-12.7%	-3.6%	4.0	.	-4.6%	-10.8%	2.8
CCCCn1c(-c2cccs2)nc2nc3ccccc3nc21	-17.2%	11.3%	-4.4%	-2.2%	0.0	9.0%	4.8%	8.7%	-1.5
Cc1ccccc1C(=O)N1CC(=O)Nc2ccc(F)cc2C1c1ccccc1 (stereo not drawn)	10.2%	1.6%	-1.0%	0.5%	5.7	11.1%	6.5%	-5.6%	0.9
CC(C(=O)N1CCN=C1c1ccccc1)N1C(=O)c2ccccc2C1=O (stereo not drawn)	-2.2%	12.0%	3.0%	-3.8%	1.0	9.4%	-0.7%	-3.9%	0.2
Cc1sc2nc(SCC(=O)C(C)(C)C)n(Cc3ccco3)c(=O)c2c1C	23.7%	13.9%	-2.6%	-2.7%	.	33.2%	16.8%	-12.6%	-2.3
Cc1ccc(S(=O)(=O)NC2CCCCCC2)cc1C(N)=O	-8.6%	-7.4%	7.8%	3.9%	0.3	23.0%	2.4%	3.4%	-1.3
Cc1cccc(C)c1NC(=O)c1cccc(COc2cc(Cl)ccc2Cl)c1	-2.6%	-4.2%	-5.3%	0.7%	20.4	.	8.6%	-24.5%	-0.5
COc1ccc(CNC(=O)C(c2ccco2)N(Cc2cccs2)C(=O)Cc2cccs2)cc1 (stereo not drawn)	10.1%	11.1%	-8.6%	-4.5%	-3.1	4.0%	0.8%	11.6%	0.2
CC1CN(CCCCSc2ccccc2)CC(C)O1 (stereo not drawn)	-24.6%	7.1%	2.8%	0.6%	-2.4	-22.7%	5.5%	-4.3%	2.0
O=C(COc1ccccc1)NC1CCCN(Cc2ccccc2F)C1 (stereo not drawn)	-2.0%	0.5%	-7.1%	-4.0%	0.1	8.0%	-1.2%	4.5%	-1.9
COc1ccc(S(=O)(=O)N2CCCCC2)cc1NC(=O)c1ccc(=O)[nH]c1	2.5%	-8.4%	0.8%	-5.4%	4.9	15.8%	1.1%	-5.6%	0.4
CCC1CCC2(CC1)NC(=O)N(CC(=O)c1c(C)[nH]c3ccccc13)C2=O (stereo not drawn)	11.5%	15.3%	-13.4%[57.1 µM]	3.1%	1.0	29.3%	5.1%	7.5%	-0.2
COc1ccc(N2C[C@H](Cc3ccccc3)[C@@H](CC(=O)Nc3ccccc3)C2=O)cc1	-8.0%	-3.2%	-0.5%	-5.8%	-0.1	42.0%	1.3%	-16.2%	-3.1
Cc1ccc2nc(NC(=O)C3CCCN(S(=O)(=O)c4cccc5nsnc45)C3)sc2c1 (stereo not drawn)	22.6%	9.0%	-6.0%	9.5%	10.2	40.5%	-2.3%	0.0%	-1.8
COC(=O)c1c(NC(C)=O)sc(C(=O)Nc2ccccc2C)c1C	-4.8%	-15.4%	-13.6%	-5.6%	0.2	0.1%	?	1.3%	-2.2
O=C(CN1CCN(S(=O)(=O)N2CCCCC2)CC1)Nc1cc(Cl)cc(Cl)c1	?	-8.7%	-4.1%	-4.0%	10.1	20.8%	12.9%	-27.0%	-1.4
CCOC(=O)c1sc(=NC(=O)/C=C/c2ccccc2)n(C)c1C	-1.1%	-2.9%	-3.5%	-1.2%	2.3	6.5%	-4.2%	3.4%	-2.5
COc1cccc(C(=O)NCCNc2nc3cc(C)cc(C)c3cc2C#N)c1	-3.9%	-1.7%	7.0%	2.4%	1.2	-3.0%	-9.3%	3.6%	-0.2
O=C(CSc1nc(-c2ccccc2)c(-c2ccccc2)[nH]1)NCc1ccco1	6.6%	-2.2%	-12.0%	21.2µM*	.	15.7%	0.2%	-1.8%	-1.8
Cc1cc(NC(=O)C2C3C(=O)N(Cc4ccc(Cl)cc4)C(C(=O)NC(C)(C)C)C34C=CC2(C)O4)no1 (stereo not drawn)	13.0%	-7.6%	8.0%	-7.8%	3.3	.	-11.0%	8.4%	-4.6
c1ccc2nc3c(cc2c1)CCCCC3	10.7%	-1.1%	3.4%	3.36µM*	?	-8.8%	8.4%	4.2%	-4.1
CCN1CCN(CC(=O)N2CCCC(C(=O)c3ccc(Oc4ccccc4)cc3)C2)CC1 (stereo not drawn)	-2.3%	2.5%	-1.5%	-5.8%	0.9	-11.1%	8.8%	-2.1%	1.7
FC(F)(F)c1cc(-c2ccccc2)nc(NC2CCCC2)n1	5.5%	1.1%	1.4%	-7.1%	.	0.1%	-16.0%	-1.8%	-0.7

Entries of single compounds, quoted from the list. Order of screens: Abeta rescue, EPAC1 ag, WRN inhibitor, PLK1 PBD block, PI5P4K alpha inh, FUS yeast rescue, aSyn rescue, EPAC1 antagonist, IL2 activator
Cc1sc2nc(SCC(=O)C(C)(C)C)n(Cc3ccco3)c(=O)c2c1C in the list: 23.7%, 13.9%, -2.6%, -2.7%, ., 33.2%, 16.8%, -12.6%, -2.3
CC1CN(CCCCSc2ccccc2)CC(C)O1 (stereo not drawn) in the list: -24.6%, 7.1%, 2.8%, 0.6%, -2.4, -22.7%, 5.5%, -4.3%, 2.0

A stretch from the list above, as a working copy:
SMILES	Abeta rescue	EPAC1 ag	WRN inhibitor	PLK1 PBD block	PI5P4K alpha inh	FUS yeast rescue	aSyn rescue	EPAC1 antagonist	IL2 activator
Cc1cc(C)c(C(=O)COC(=O)c2cccnc2Cl)c(C)c1	15.7%	10.9%	-13.4%	0.9%	-4.8	19.7%	16.8%	-6.0%	-0.9
Cc1nnnn1-c1ccc(CC(=O)O)cc1	-6.4%	-0.5%	10.0%	-9.0%	5.3	9.5%	0.3%	14.0%	-2.3
CCC/C=N/NC(=O)c1cc(-c2ccccc2)nc2ccccc12	-0.5%	1.4%	-12.7%	-3.6%	4.0	.	-4.6%	-10.8%	2.8

Further entries
SMILES	Abeta rescue	EPAC1 ag	WRN inhibitor	PLK1 PBD block	PI5P4K alpha inh	FUS yeast rescue	aSyn rescue	EPAC1 antagonist	IL2 activator
CC1(C(=O)NCc2ccc(F)c(F)c2)Cc2c(-c3cccc(C(F)(F)F)c3)ccnc2O1 (stereo not drawn)	9.9%	-7.5%	-10.6%	4.1%	12.0	23.7%	?	-25.0%	-0.6
CC1CC(=O)NN=C1c1ccc(N)c([N+](=O)[O-])c1 (stereo not drawn)	10.2%	0.8%	-3.5%	-10.8%	-9.0	.	?	-0.1%	-0.4
COc1ccc([C@H]2CC(=O)C=C(/C=C/c3ccc(C(F)(F)F)cc3)C2)cc1	1.9%	5.5%	-5.1%	-13.0%	2.4	-3.1%	-2.0%	-3.4%	-0.2
Cc1ccc(C(=O)Nc2ccc(Nc3ccccc3)cc2)cc1Br	-8.3%	20.1%	-9.6%	-5.8%	3.9	10.9%	0.3%	-14.0%	4.4
Cc1ccc(CCNC(=O)C2CCC(=O)N2C(C)C)cc1 (stereo not drawn)	0.4%	1.7%	2.7%	-6.1%	.	-26.8%	-2.8%	5.2%	-1.8
CCn1cc(/C=C(\NC(=O)c2ccccc2OC)C(=O)NCCCn2ccnc2)c2ccccc21	12.1%	-9.1%	-3.2%[57.1 µM]	-2.7%	5.9	22.8%	1.8%	-3.5%	9.2
Cc1ccc(Cl)c(OCC(=O)Nc2cc(S(=O)(=O)N3CCOCC3)ccc2N2CCCC2)c1	26.3%	9.7%	-18.2%	0.2%	-4.1	?	4.9%	-4.0%	-4.8
COc1ccc(S(=O)(=O)N2CCCCC2)cc1NC(=O)c1cccs1	16.0%	2.2%	0.0%	-10.4%	3.2	-25.1%	4.4%	11.0%	-2.1
CCN(CC)C(=O)c1ncn(C)c1C(=O)N(CC)CC	3.1%	-17.9%	7.7%	?	-2.8	-19.4%	-0.1%	10.7%	2.3
O=C(CSc1nnc(N2CCCC2)n1-c1ccccc1Cl)N1CCN(c2ccccn2)CC1	16.9%	5.8%	1.1%	0.4%	-7.0	-11.0%	2.7%	11.3%	0.4
COc1ccc(C)cc1S(=O)(=O)N(C)CC(=O)NC1CCCCCC1	-8.9%	-9.4%	-0.7%	-6.4%	-6.6	22.4%	1.1%	-6.8%	3.0
CC(C)CNC(=O)C1(C)CCCCCN1C(=O)c1cccnc1 (stereo not drawn)	-10.4%	-6.8%	-3.9%	2.8%	-0.4	-21.7%	4.7%	0.5%	0.7
CCCCCCCSc1ncnc2[nH]ncc12	-7.4%	3.7%	-1.6%	-4.4%	29.4	36.6%	-11.3%	-21.1%	-0.5
COc1ccc(CCNC(=O)CSc2nnc(-c3ccc(F)cc3)c3ccccc23)cc1OC	-1.6%	6.3%	2.5%	-13.9%	-9.6	.	-5.0%	-4.8%	-0.2
CCNC(=S)N/N=C(\C)c1cc2ccccc2o1	-17.8%	0.5%	-32.7%[57.1 µM]	-15.7%	-0.4	3.4%	-8.1%	-13.6%	-1.9
CCC(C)NC(=O)C1(O)c2ccccc2NC(=O)N1c1ccc(C)c(C)c1 (stereo not drawn)	-6.7%	-1.3%	2.7%	-8.4%	-0.1	12.8%	1.7%	-0.9%	0.0
CC(C)NS(=O)(=O)c1ccc(CCC(=O)Nc2ccc3c(c2)OCCO3)cc1	4.9%	-2.3%	-7.0%	3.2%	3.1	8.1%	-5.6%	9.3%	-0.2
CCc1nc2c(OCc3ccc(F)cc3)cccn2c1N(C)C(=O)c1ccco1	27.4%	4.2%	-1.3%	-10.4%	-4.6	-7.4%	9.8%	-11.4%	0.9
NC(Cc1ccccc1)c1csc(Nc2ccc(C(=O)NCCO)cc2)n1 (stereo not drawn)	-19.0%	-5.9%	-7.6%	-7.8%	-2.1	3.4%	-7.4%	-4.7%	-0.1
CCCC(=O)c1cc(-c2nc3ccccc3n2C)n(C)c1	28.3%	0.0%	-4.8%	-22.5%	-4.2	0.6%	-1.5%	-16.9%	0.2
COc1ccccc1NS(=O)(=O)c1cccc(C(=O)N/N=C/c2ccc(C)o2)c1	-9.9%	-5.1%	-12.8%	-2.6%	-6.9	18.3%	-3.7%	-12.4%	1.0

Compound activity from PubChem BioAssay.
